High-throughput results: PubChem BioAssay, several laboratories
STK33 inh – inhibitors of purified STK33 kinase, primary screen, biochemical, ADP-Glo luminescence, homogeneous, cell-free; Serine/threonine-protein kinase 33 (Homo sapiens), Q9BYT3; MBP phosphorylation; inhibition, % at 10 µM; 320,000 tested, 0.073% active;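 active means inhibition at or above 25%, using the most active replicate where run in duplicate; inactive means inhibition below 25%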
Target sequence (Q9BYT3 whole entry, looked up): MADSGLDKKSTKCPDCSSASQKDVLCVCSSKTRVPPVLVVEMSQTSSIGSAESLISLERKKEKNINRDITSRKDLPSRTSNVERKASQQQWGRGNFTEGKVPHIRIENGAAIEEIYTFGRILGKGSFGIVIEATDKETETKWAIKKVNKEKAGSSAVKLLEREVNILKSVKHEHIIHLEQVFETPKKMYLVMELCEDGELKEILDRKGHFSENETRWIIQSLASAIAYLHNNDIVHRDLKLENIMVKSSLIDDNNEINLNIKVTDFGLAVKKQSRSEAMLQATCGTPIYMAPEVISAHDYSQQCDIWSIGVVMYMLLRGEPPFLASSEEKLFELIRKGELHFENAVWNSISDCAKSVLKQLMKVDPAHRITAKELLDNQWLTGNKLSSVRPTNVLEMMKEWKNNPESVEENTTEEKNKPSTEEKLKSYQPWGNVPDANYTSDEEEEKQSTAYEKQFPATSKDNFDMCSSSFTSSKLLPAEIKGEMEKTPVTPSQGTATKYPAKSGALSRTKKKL
CHT block – inhibitors of human choline transporter CHT; CHT-expressing cells, membrane potential dye, choline response; stronger effect = lower value; 310,000 tested, 0.86% active; High affinity choline transporter 1 (Homo sapiens), Q9GZV3; B-score at 10 µM;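 active means B-score over 3 SD under the library average, and starting fluorescence ratio not unusually high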;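 further: choline stimulus applied at its EC90 after an EC20 pre-addition; B-score computed on integrated fluorescence ratio after choline addition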
Target sequence (Q9GZV3 whole entry, looked up): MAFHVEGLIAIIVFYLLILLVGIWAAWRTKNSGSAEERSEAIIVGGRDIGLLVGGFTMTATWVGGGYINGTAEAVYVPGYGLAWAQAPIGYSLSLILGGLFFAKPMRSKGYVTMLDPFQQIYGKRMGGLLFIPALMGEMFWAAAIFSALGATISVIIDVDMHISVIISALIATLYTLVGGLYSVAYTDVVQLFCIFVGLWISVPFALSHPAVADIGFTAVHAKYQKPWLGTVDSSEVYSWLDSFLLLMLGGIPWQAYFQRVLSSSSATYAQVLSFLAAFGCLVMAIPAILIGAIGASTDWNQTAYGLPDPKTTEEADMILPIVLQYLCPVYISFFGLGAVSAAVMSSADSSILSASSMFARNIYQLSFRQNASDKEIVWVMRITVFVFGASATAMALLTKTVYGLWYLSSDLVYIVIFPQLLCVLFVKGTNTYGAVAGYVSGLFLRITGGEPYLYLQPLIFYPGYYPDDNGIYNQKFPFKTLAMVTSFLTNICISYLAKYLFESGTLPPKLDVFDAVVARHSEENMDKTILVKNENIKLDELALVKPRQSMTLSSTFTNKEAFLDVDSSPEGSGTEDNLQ
CHT PAM – CHT positive allosteric modulators, primary screen, cell-based, membrane potential dye, choline EC20; High affinity choline transporter 1 (Homo sapiens), Q9GZV3; CHT-expressing cells; stronger effect = higher value; LV-AA mutant CHT in HEK293 cells; B-score at 10 µM; 310,000 tested, 0.49% active; AID 488977, 2010;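 active means initial fluorescence not abnormally high and integrated response B-score, plate-corrected, over 3 SD above library mean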
* hit, by the source's call.

A first look, 7 compounds:
Results for Cc1ccc(CS(=O)(=O)c2ccc(C(=O)N3CCCCC3)cc2[N+](=O)[O-])cc1 ?
STK33 inh: 0.6; CHT block: inactive; CHT PAM: inactive

What do the screens show for `O=C(CCC(=O)N(CC(=O)NC1CCCCC1)Cc1ccco1)Nc1nccs1`?
STK33 inh: 1.6; CHT block: inactive; CHT PAM: inactive

How did COc1ccc(-c2cc(C(=O)NCCN3CCOCC3)no2)cc1OC do in these assays?
STK33 inh: -0.7; CHT block: inactive; CHT PAM: inactive

How did O=C1CC(c2ccccc2)c2ccc(O)cc2O1 (stereo not drawn) do in these assays?
STK33 inh: -1.3; CHT block: inactive; CHT PAM: inactive

What do the screens show for `Cc1nn(-c2cc(N(S(C)(=O)=O)S(C)(=O)=O)c(Cl)cc2Cl)c(=O)n1C`?
STK33 inh: -3.7; CHT block: inactive; CHT PAM: inactive

What do the screens show for `CC1=C(C(=O)Nc2ccc(CC(=O)NCc3ccc(OC(C)C)cc3)cc2)SCCO1`?
STK33 inh: -0.4; CHT block: inactive; CHT PAM: inactive

How did CCc1ccccc1NC(=O)CN(C1CCCCC1)S(C)(=O)=O do in these assays?
STK33 inh: -1.4; CHT block: inactive; CHT PAM: inactive

All compounds of this part, from the start:
Results for Cc1ccc(CS(=O)(=O)c2ccc(C(=O)N3CCCCC3)cc2[N+](=O)[O-])cc1 ?
STK33 inh: 0.6; CHT block: inactive; CHT PAM: inactive

What do the screens show for `O=C(CCC(=O)N(CC(=O)NC1CCCCC1)Cc1ccco1)Nc1nccs1`?
STK33 inh: 1.6; CHT block: inactive; CHT PAM: inactive

How did COc1ccc(-c2cc(C(=O)NCCN3CCOCC3)no2)cc1OC do in these assays?
STK33 inh: -0.7; CHT block: inactive; CHT PAM: inactive

How did O=C1CC(c2ccccc2)c2ccc(O)cc2O1 (stereo not drawn) do in these assays?
STK33 inh: -1.3; CHT block: inactive; CHT PAM: inactive

What do the screens show for `Cc1nn(-c2cc(N(S(C)(=O)=O)S(C)(=O)=O)c(Cl)cc2Cl)c(=O)n1C`?
STK33 inh: -3.7; CHT block: inactive; CHT PAM: inactive

What do the screens show for `CC1=C(C(=O)Nc2ccc(CC(=O)NCc3ccc(OC(C)C)cc3)cc2)SCCO1`?
STK33 inh: -0.4; CHT block: inactive; CHT PAM: inactive

How did CCc1ccccc1NC(=O)CN(C1CCCCC1)S(C)(=O)=O do in these assays?
STK33 inh: -1.4; CHT block: inactive; CHT PAM: inactive

How did O=C(NCc1ccccc1Cl)C1CCCN(c2ncnc3c2nc2n3CCCCC2)C1 (stereo not drawn) do in these assays?
STK33 inh: -1.4; CHT block: inactive; CHT PAM: inactive

How did Cc1cc(C)n(/C(=C\N(C)C)C(=O)c2ccc(Cl)cc2)n1 do in these assays?
STK33 inh: -3.0; CHT block: inactive; CHT PAM: inactive

How did CCOC(=O)c1c(CNCCN(CC)CC)n(C)c2cc(Br)c(OC)cc12 do in these assays?
STK33 inh: -0.2; CHT block: inactive; CHT PAM: inactive

How did CC(=O)N1CCc2cc(S(=O)(=O)CCC(=O)N3CCC(C)CC3)ccc21 do in these assays?
STK33 inh: -1.8; CHT block: inactive; CHT PAM: inactive

How did Cc1ccc(S(=O)(=O)N2CCN(S(=O)(=O)N3CCCCC3)CC2)cc1 do in these assays?
STK33 inh: -1.7; CHT block: inactive; CHT PAM: inactive

How did COc1ccc(CSc2nnc(SCc3ccc([N+](=O)[O-])cc3)s2)cc1 do in these assays?
STK33 inh: -1.6; CHT block: inactive; CHT PAM: inactive

How did Cc1ccccc1NC(=O)c1ccc(COc2ccc3c(C)cc(=O)oc3c2)cc1 do in these assays?
STK33 inh: -4.0; CHT block: inactive; CHT PAM: inactive

Results for CCCCN(C(=O)NC(=O)Nc1ccccc1OC)S(C)(=O)=O ?
STK33 inh: 0.6; CHT block: inactive; CHT PAM: inactive

How did CCN1CCN(C(=O)CN2C(=O)c3cccc4cccc2c34)CC1 do in these assays?
STK33 inh: 0.2; CHT block: inactive; CHT PAM: inactive

What do the screens show for `C/C(=N\NC(=O)Cc1c(C)[nH][nH]c1=O)c1ccc(Cl)c(Cl)c1`?
STK33 inh: 0.6; CHT block: inactive; CHT PAM: inactive

Results for COc1ccc(N2CCN(C(=O)CNC(=O)Cn3cnc4sc(C)c(C)c4c3=O)CC2)cc1 ?
STK33 inh: -1.7; CHT block: inactive; CHT PAM: inactive

How did CCOC(=O)c1ccc(NC(=O)CN(c2ccc(C)cc2)S(=O)(=O)c2c(C)n[nH]c2C)cc1 do in these assays?
STK33 inh: -1.3; CHT block: inactive; CHT PAM: inactive

What do the screens show for `COCCN1C(=O)C(=O)/C(=C(/O)c2ccc(S(=O)(=O)N3CCOCC3)cc2)C1c1cccc(O)c1` (stereo not drawn)?
STK33 inh: -0.6; CHT block: inactive; CHT PAM: inactive

Results for CC/C(C)=C1\SC(N2CCOCC2)=NC1=O ?
STK33 inh: -1.6; CHT block: inactive; CHT PAM: inactive

Results for Cc1ccc(NS(=O)(=O)c2ccc(Cl)s2)cc1S(=O)(=O)N(C)C ?
STK33 inh: -1.7; CHT block: inactive; CHT PAM: inactive

How did CCn1cc(C(=O)NCCC(C)C)c(=O)c2cc(F)c(N3CCN(C(=O)c4ccco4)CC3)cc21 do in these assays?
STK33 inh: -0.9; CHT block: inactive; CHT PAM: inactive

How did CCNC(=O)COc1ccc(Br)cc1Cl do in these assays?
STK33 inh: -0.6; CHT block: inactive; CHT PAM: inactive

How did COc1ccc(NC(=S)Nc2cccc3cnccc23)cc1 do in these assays?
STK33 inh: 3.8; CHT block: inactive; CHT PAM: inactive

How did CC(=O)Nc1ccc(S(=O)(=O)Nc2nc3ccccc3nc2Nc2ccc(O)cc2)cc1 do in these assays?
STK33 inh: 0.0; CHT block: inactive; CHT PAM: inactive

Results for Cc1ccc(NC(=O)CC2CCCC2)c(Br)c1 ?
STK33 inh: -3.2; CHT block: inactive; CHT PAM: inactive

How did Cc1ccc(-n2c(=S)sc3c(=O)n(-c4ccccc4C)c(SCC(=O)O)nc32)cc1C do in these assays?
STK33 inh: -1.1; CHT block: inactive; CHT PAM: inactive

What do the screens show for `COc1ccc(CN2C(=O)CSC2c2ccncc2)cc1` (stereo not drawn)?
STK33 inh: -0.6; CHT block: inactive; CHT PAM: inactive

What do the screens show for `O=C(CC12CC3CC(CC(Br)(C3)C1)C2)Nc1cccc(S(=O)(=O)NC2=NCCC2)c1`?
STK33 inh: -1.8; CHT block: inactive; CHT PAM: inactive

Results for NNC(=O)c1ccc(Cn2cc(Br)c(N)n2)cc1 ?
STK33 inh: 0.5; CHT block: inactive; CHT PAM: inactive

What do the screens show for `COC(=O)CCCCCCCCC(O)CN1CCCCC1` (stereo not drawn)?
STK33 inh: -1.1; CHT block: inactive; CHT PAM: inactive

How did O=C(COc1ccc(Br)cc1Br)NC1CCCC1 do in these assays?
STK33 inh: -0.4; CHT block: inactive; CHT PAM: inactive

Results for COc1ccc(S(=O)(=O)N2CCN(C)CC2)cc1C(=O)Nc1ccccc1 ?
STK33 inh: 0.3; CHT block: inactive; CHT PAM: inactive

What do the screens show for `O=S(=O)(c1ccc(Br)s1)N1CCN(Cc2ccc3c(c2)OCO3)CC1`?
STK33 inh: -6.0; CHT block: inactive; CHT PAM: inactive

How did Cn1ccsc1=NC(=O)c1ccc(Cl)cc1 do in these assays?
STK33 inh: 0.3; CHT block: inactive; CHT PAM: inactive

What do the screens show for `COc1cc(COC(=O)c2cnc(C)cn2)c(OC)cc1Br`?
STK33 inh: -0.3; CHT block: inactive; CHT PAM: inactive

Results for Cc1nnc(C)n1/N=C/c1cc(Br)cc(Br)c1O ?
STK33 inh: -1.4; CHT block: -6.84*; CHT PAM: inactive

Results for Cc1cc(C)c2c(N)c(C(=O)Nc3ccccc3F)sc2n1 ?
STK33 inh: -1.3; CHT block: inactive; CHT PAM: inactive

What do the screens show for `CCCc1nnc(NC(=O)CCC(=O)N2CCN(C3CCCC3)CC2)s1`?
STK33 inh: 1.1; CHT block: inactive; CHT PAM: inactive

What do the screens show for `COc1ccc(OC)c2sc(NC(=O)C(C)C)nc12`?
STK33 inh: -1.7; CHT block: inactive; CHT PAM: inactive

Results for COC(=O)c1oc2ccc(OC)cc2c1N ?
STK33 inh: 1.3; CHT block: inactive; CHT PAM: inactive

What do the screens show for `O=C(Nc1cccc(S(=O)(=O)C(F)F)c1)c1ccc(S(=O)(=O)N2CCCC2)cc1`?
STK33 inh: 0.5; CHT block: inactive; CHT PAM: inactive

How did Cc1nc(NC(=O)CSc2cc(C)c3ccccc3n2)c(Cl)cc1Cl do in these assays?
STK33 inh: -1.2; CHT block: inactive; CHT PAM: inactive

Results for O=C(O)CSCc1nc2cccnc2n1C1CCCCC1 ?
STK33 inh: -0.1; CHT block: inactive; CHT PAM: inactive

What do the screens show for `C=CCNC(=O)c1ccccc1NS(=O)(=O)c1ccc(OC)c(C(=O)N2CCOCC2)c1`?
STK33 inh: -1.8; CHT block: inactive; CHT PAM: inactive

What do the screens show for `CCOC(=O)C1CCN(S(=O)(=O)CCNC(=O)c2ccccc2)CC1`?
STK33 inh: -1.4; CHT block: inactive; CHT PAM: inactive

What do the screens show for `CCC(Oc1ccccc1)C(=O)Nc1ccc(S(=O)(=O)Nc2cc(C)on2)cc1` (stereo not drawn)?
STK33 inh: -1.1; CHT block: inactive; CHT PAM: inactive

How did CN(C#N)c1nccc(-c2cccs2)n1 do in these assays?
STK33 inh: 0.0; CHT block: inactive; CHT PAM: inactive

What do the screens show for `COc1ccc(C(=O)c2ccc(N3CCOCC3)cc2)c(OC)c1`?
STK33 inh: 0.7; CHT block: inactive; CHT PAM: inactive

How did CNC(=O)NC(=O)C(C)OC(=O)c1cc2c(s1)CCCCC2 (stereo not drawn) do in these assays?
STK33 inh: -1.6; CHT block: inactive; CHT PAM: inactive

How did CC(C)(C)C(=O)/C=c1\s/c(=C\c2ccc(-c3ccc([N+](=O)[O-])cc3)o2)c(=O)n1CC(=O)NC(N)=O do in these assays?
STK33 inh: -1.5; CHT block: inactive; CHT PAM: inactive

What do the screens show for `CC(CNCc1ccc2c(c1)OCO2)NCc1ccc2c(c1)OCO2` (stereo not drawn)?
STK33 inh: 2.3; CHT block: inactive; CHT PAM: inactive

What do the screens show for `Cc1ccc(-c2cnc(C3CC3)o2)cc1S(=O)(=O)Nc1ccccc1`?
CHT block: inactive; CHT PAM: inactive

What do the screens show for `COc1ccc(OC)c(CNc2ccc3c(c2)CCC3)c1`?
STK33 inh: -3.3; CHT block: inactive; CHT PAM: inactive

Results for CCCCSc1nc(C)cc(SCC(=O)N/N=C/c2ccccc2)n1 ?
STK33 inh: -0.7; CHT block: inactive; CHT PAM: inactive

How did CSc1nnc(-c2cc(-c3ccc(C)cc3)nc3ccccc23)o1 do in these assays?
STK33 inh: -1.9; CHT block: inactive; CHT PAM: inactive

What do the screens show for `Cc1ccc(C2=NN(C(=O)CSc3nc(N)cc(N)n3)C(c3ccco3)C2)cc1` (stereo not drawn)?
STK33 inh: -0.6; CHT block: inactive; CHT PAM: inactive

How did NC(=O)CSCc1nc2ccccc2s1 do in these assays?
STK33 inh: 2.2; CHT block: inactive; CHT PAM: inactive

Results for ClC(/C=N/n1cnnc1)=C/c1ccccc1 ?
STK33 inh: -1.3; CHT block: inactive; CHT PAM: inactive

Results for COc1ccc(OCC(O)Cn2cnc(-c3ccc(Br)cc3)c2)cc1 (stereo not drawn) ?
STK33 inh: -1.5; CHT block: inactive; CHT PAM: inactive

How did COc1ccc(-c2nnc(SCC(=O)NCc3ccco3)n2C)cc1 do in these assays?
STK33 inh: -0.9; CHT block: inactive; CHT PAM: inactive

What do the screens show for `O=C(Cn1cnc2cc([N+](=O)[O-])ccc2c1=O)NC(=O)NCc1ccccc1`?
STK33 inh: -0.2; CHT block: inactive; CHT PAM: inactive

How did S=C(NCc1ccco1)N1CCN(c2nc(-c3ccccc3)cs2)CC1 do in these assays?
STK33 inh: -1.4; CHT block: inactive; CHT PAM: inactive

What do the screens show for `COc1cc(C(=S)N2CCC(C)CC2)ccc1O`?
STK33 inh: -1.5; CHT block: inactive; CHT PAM: inactive

What do the screens show for `c1ccc2c(c1)nc(NCC1CCCO1)c1nnnn12` (stereo not drawn)?
STK33 inh: -0.4; CHT block: inactive; CHT PAM: inactive

What do the screens show for `CCc1ccccc1NC(=O)C1=CC(c2cccs2)=NS(=O)(=O)N1C`?
STK33 inh: -0.1; CHT block: inactive; CHT PAM: inactive

Results for CCCCc1nnc(NC(=O)c2ccc3[nH]c(=O)c(=O)[nH]c3c2)s1 ?
STK33 inh: 3.6; CHT block: inactive; CHT PAM: inactive

How did CCOC(=O)c1ccc(CN(Cc2ccccc2)S(=O)(=O)c2cccc([N+](=O)[O-])c2)cc1 do in these assays?
STK33 inh: -0.3; CHT block: inactive; CHT PAM: inactive

Results for COc1ccc(C(=O)CSc2nnc(CNc3ccc(C)cc3C)o2)cc1 ?
STK33 inh: -0.4; CHT block: inactive; CHT PAM: inactive

Results for Clc1ccccc1CSc1ncn(-c2ccccc2)n1 ?
STK33 inh: -1.6; CHT block: inactive; CHT PAM: inactive

Results for N#Cc1c(NC(=O)CSc2nc(-c3ccco3)cc(C(F)(F)F)n2)sc2c1CCCC2 ?
STK33 inh: 0.0; CHT block: inactive; CHT PAM: inactive

Results for COc1ccc(Cn2c(SCc3ccc(C)cc3)nc3cc(OC)c(OC)cc3c2=N)cc1Cl ?
STK33 inh: 0.1; CHT block: inactive; CHT PAM: inactive
